aGal spleen mod – inhibits or activates alpha-galactosidase in human spleen homogenate; human spleen homogenate, 4MU-alpha-Gal fluorescence, 40 min; 240,000 compounds, 0.008% hits; AID 2107; Potency, µM (top dose mostly 80 µM), for the others: top-dose activity change, negative = inhibition, usual class: inhibitors;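 note: 0% = enzyme with vehicle and -100% = no enzyme basal signal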
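Inhibition or activation of alpha-galactosidase in human spleen homogenate is scored by 4-MU fluorescence after 40 min at 37C, pH 5.0, with 1 mM substrate. AC50s come from concentration-response fitted to the Hill equation.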
TRb-SRC2 inh – TRbeta-SRC2 interaction inhibition. Potency, µM (titrated, usually from 106 µM), for inactives: at the highest dose activity change, negative = inhibition, usual class: inhibitors. 280,000 compounds, 0.065% hits. P10828. TRbeta-SRC2 peptide binding, fluorescence polarization; receptor liganded with 1 µM T3;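 note: plate controls were bound peptide for no effect and peptide without receptor for full effect; nearly all actives have a fitted effect of over 50% in size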
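TRb LBD 0.6 uM + Texas Red SRC2 peptide 20 nM, 1 uM T3, Tris buffer w/ 5% DMSO; compound pinned, 5 h RT; FP read ex 555/em 632; normalized to unbound and bound controls.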
L3MBTL1 block – blocks human L3MBTL1 | Q9Y468 | 230,000 compounds, 0.66% hits | Potency, µM (series often up to 57.1 µM), for inactives: at the top dose activity, negative = inhibition, actives largely listed as inhibitors | AlphaScreen L3MBTL1–H3K9me1 peptide binding | AID 485360; note: nearly all actives have a fitted effect of over 60% in size
Target sequence (Q9Y468 whole entry, looked up): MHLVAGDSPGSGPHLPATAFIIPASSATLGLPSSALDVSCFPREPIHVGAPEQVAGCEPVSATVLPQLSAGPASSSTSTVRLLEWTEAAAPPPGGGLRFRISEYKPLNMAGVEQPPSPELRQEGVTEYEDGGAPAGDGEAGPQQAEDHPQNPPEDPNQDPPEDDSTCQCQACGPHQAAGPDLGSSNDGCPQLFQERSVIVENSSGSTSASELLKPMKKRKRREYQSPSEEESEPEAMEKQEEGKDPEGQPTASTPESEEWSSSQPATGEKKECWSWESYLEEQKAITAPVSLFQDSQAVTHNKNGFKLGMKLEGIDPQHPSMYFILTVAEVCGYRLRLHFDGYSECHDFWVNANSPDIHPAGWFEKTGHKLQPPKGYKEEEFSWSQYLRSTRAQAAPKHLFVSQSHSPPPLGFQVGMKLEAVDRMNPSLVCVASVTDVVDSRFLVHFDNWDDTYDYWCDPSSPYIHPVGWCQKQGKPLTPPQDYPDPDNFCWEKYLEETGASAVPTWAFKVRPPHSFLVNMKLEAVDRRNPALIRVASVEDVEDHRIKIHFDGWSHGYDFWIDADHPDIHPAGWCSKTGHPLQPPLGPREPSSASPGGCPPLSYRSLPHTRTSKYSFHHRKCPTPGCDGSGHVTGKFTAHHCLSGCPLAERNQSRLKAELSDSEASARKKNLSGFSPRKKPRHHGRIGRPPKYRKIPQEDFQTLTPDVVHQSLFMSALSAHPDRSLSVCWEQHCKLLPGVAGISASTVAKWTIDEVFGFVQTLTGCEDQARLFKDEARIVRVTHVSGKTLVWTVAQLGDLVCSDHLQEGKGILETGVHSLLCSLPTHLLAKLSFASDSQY
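L3MBTL1 (50 nM) pre-complexed 30 min with biotinylated H3(1-15)K9me1 peptide (75 nM), then compounds added for 30 min at room temperature; AlphaScreen streptavidin donor/nickel chelate acceptor beads (10 ug/mL final) read after 30 min dark incubation.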
ALDH1A1 inh – ALDH1A1 (human) enzyme inhibition; 220,000 compounds, 7.3% hits; Potency, µM (highest dose often 75.3 µM), for the others: top-dose activity, negative = inhibition, actives largely listed as inhibitors; Purified ALDH1A1, NADH fluorescence, propionaldehyde substrate; P00352; active = well fitted inhibition curve with a large enough effect, not every such curve was filed as active; inconclusive = small, poorly fitted or top-dose-only effect, or another doubt; inactive = no such curve, though single readings can be large or run the other way;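 note: plate controls were no enzyme wells and a reference inhibitor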
TR SRC2 fluor cs – counter-screen for TRb-SRC2 inhibitors: fluorescence interference; TRb/SRC2 Texas Red total fluorescence interference; Potency, µM (highest dose often 106 µM), inactives show at the highest dose fluorescence change, negative = quenching; 280,000 compounds, 0.29% hits; AID 1479; active = well fitted curve in either direction with a large enough effect; inconclusive = small, poorly fitted or top-dose-only effect
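Human TRb ligand-binding domain at 0.6 uM with 20 nM Texas Red SRC2 peptide in Tris buffer containing 1 uM T3 and 5% DMSO, incubated with compound 5 h at ambient temperature. Total fluorescence (555/632 nm) calculated as parallel + 2 × perpendicular.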
Tau FP inhib – tau fibrillization inhibition (FP) | P10636 | K18 P301L tau heparin fibrillization, Alexa594 FP, 6 h | Potency, µM (highest dose often 57.7 µM), inactives show at the highest dose activity, negative = inhibition, usual class: inhibitors | 280,000 compounds, 0.39% hits | AID 1468; note: nearly all actives have a fitted effect of over 55% in size
Target sequence (P10636 561-689 P618L limits assumed): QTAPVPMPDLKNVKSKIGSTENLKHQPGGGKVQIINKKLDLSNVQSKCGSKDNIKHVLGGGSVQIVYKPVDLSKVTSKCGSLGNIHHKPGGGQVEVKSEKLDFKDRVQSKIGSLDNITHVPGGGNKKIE
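K18 P301L tau (15 uM unlabeled/0.24 uM Alexa 594-labeled, final) + compound + heparin 20 uM final; 100 mM NaOAc pH 7; 6 hr 37 C; ThT 30 uM final added, 1 hr RT; FP ex 555/em 632 nm.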
Tau fluor cs – counter-screen for tau fibril formation inhibitors; AID 1463; 280,000 compounds, 0.93% hits; Potency, µM (doses to about 57.7 µM), without a hit: at the highest dose activity change, negative = decrease; tau K18 P301L Alexa594 fluorescence, heparin fibrillization; note: nearly all actives have a fitted effect of over 55% in size
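Human tau K18 P301L (15 uM unlabeled, 0.24 uM Alexa 594-labeled) in 100 mM sodium acetate pH 7 with 20 uM heparin, 6 hr at 37 C. ThT 30 uM added, 1 hr ambient; Alexa 594 FP and total fluorescence read at 555/632 nm.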
Tau fibril ThT – blocks human tau fibril formation measured by thioflavin T | P10636 | recombinant tau K18 P301L, heparin-induced fibrillization, ThT fluorescence | Potency, µM (doses to about 57.4 µM), for inactives: at the highest dose activity, negative = inhibition, usual class: inhibitors | 270,000 compounds, 2.1% hits; note: nearly all actives have a fitted effect of over 55% in size
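ThT emission at 510 nm, taken 1 hr after adding 30 uM dye, quantifies aggregates formed when 20 uM heparin acts on human tau K18 P301L for 6 hr at 37 C.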
* hit, by the source's call; ? = inconclusive; nt = no result given; & = joins results of further samples; [ ] = dose if it differs, or a comment. Unless noted, calls come from the whole dose curve; as a rule, active = well fitted curve in the direction sought with a large enough effect; inconclusive = small, poorly fitted or top-dose-only effect, or another doubt; inactive = no such curve, though single readings can be large; an effect the other way counts as inactive or inconclusive. Unless noted, % is set by controls: 0 for no effect and ±100 for the full control effect; potency is the fitted concentration of half-maximal effect.

Results follow in this order: Tau fibril ThT, ALDH1A1 inh, aGal spleen mod, Tau fluor cs, L3MBTL1 block, TRb-SRC2 inh, TR SRC2 fluor cs, Tau FP inhib
- COc1ccc(Cl)cc1C(=O)Nc1ccccc1N1CCN(C(=O)C(C)C)CC1
  ?, 0.4%, -4.5%, -18.0%, 6.2%, 3.2%, -1.8%, 10.4%
- CC(Cc1c[nH]c2ccccc12)C(=O)O (stereo not given)
  -10.0%, 9.1%, -5.2%, -9.8%, 2µM*, 0.2%, -0.8%, ?
- CCn1nccc1C(=O)Nc1ccc(Cl)cc1Cl
  -10.0%, 11.2%, -3.7%, -3.9%, -0.4%, -4.1%, 0.4%, 12.2%
- COc1c2c(cc3occ(-c4ccc5c(c4)OCO5)c(=O)c13)OC(C)(C)C=C2
  ?, 14.1µM*, 4.3%, -20.7%, nt, -4.0%, -0.2%, -2.7%
- COc1cccc(S(=O)(=O)NCC(=O)Nc2ccc(C(C)(C)C)cc2)c1
  1.0%, ?, -18.7%, -8.7%, -8.1%, -1.9%, 0.1%, 3.2%
- Cc1ccc(S(=O)(=O)NCCC(=O)Nc2nnc(C)s2)cc1
  6.0%, ?, -11.0%, 1.5%, nt, -9.8%, -1.6%, 3.2%
- CN1CCc2c(sc3c2C(=O)NC(c2ccc(OC(=O)c4ccc(C(C)(C)C)cc4)cc2)N3)C1 (stereo not given)
  ?, nt, nt, -18.6%, nt, -3.5%, 12.9%, -9.1%
- CN(C=O)CP(=O)(O)CN1CCCCC1
  -6.8%, 2.9%, 6.5%, -7.3%, 3.1%, -15.3%, -2.2%, -0.2%
- Cc1c(Cl)cccc1Nc1nc(N)nc(CSc2ncccn2)n1
  -8.5%, -6.3%, 1.9%, -11.7%, nt, 3.3%, -6.4%, 6.7%
- CCOC(=O)c1cnc2c(OC)cccc2c1N1CCN(c2ccccc2F)CC1
  ?, nt, nt, -16.2%, nt, 4.4%, -10.1%, -9.4%
- CC(=O)OCC1=C(C(=O)O)N2C(=O)C(NC(=O)Cn3nc(C(F)F)c(Cl)c3C)C2SC1 (stereo not given)
  ?, 1.9%, 4.3%, -9.6%, nt, -3.3%, 0.2%, -5.0%
- CCNC(=S)N1CCN(c2ccc([N+](=O)[O-])cc2)CC1
  5.62µM*, 3.16µM*, 0.9%, -5.2%, -3.6%, 4.1%, 0.3%, 2.2%
- CCn1c(SCC(N)=O)nnc1-c1ccc2c(c1)OCO2
  -15.3%, -10.3%, -8.9%, -9.1%, nt, -1.2%, 0.5%, -11.5%
- Cc1noc(C)c1-c1ccc2ncnc(NCc3ccccc3)c2c1
  -13.0%, ?, -13.8%, -22.3%, nt, -3.9%, -1.2%, -7.6%
- CCC(C(=O)Nc1ccccc1OC)n1c(C(=O)OC)cc2sc(Cl)cc21 (stereo not given)
  -5.5%, nt, nt, -29.6%, nt, -18.7%, 20µM*[quencher], -15.9%

Reprinted from the part before: three compounds, followed by the next part.
Results follow in this order: Tau fibril ThT, ALDH1A1 inh, aGal spleen mod, Tau fluor cs, L3MBTL1 block, TRb-SRC2 inh, TR SRC2 fluor cs, Tau FP inhib
- CCn1c(SCC(N)=O)nnc1-c1ccc2c(c1)OCO2
  -15.3%, -10.3%, -8.9%, -9.1%, nt, -1.2%, 0.5%, -11.5%
- Cc1noc(C)c1-c1ccc2ncnc(NCc3ccccc3)c2c1
  -13.0%, ?, -13.8%, -22.3%, nt, -3.9%, -1.2%, -7.6%
- CCC(C(=O)Nc1ccccc1OC)n1c(C(=O)OC)cc2sc(Cl)cc21 (stereo not given)
  -5.5%, nt, nt, -29.6%, nt, -18.7%, 20µM*[quencher], -15.9%
- COCCNC(=O)CCC(=O)NNc1nc2ccccc2c2nc(C)nn12
  0.6%&-1.0%, -2.2%, -6.4%, 1.6%&-1.3%, nt, 0.3%&-3.5%, 2.8%&-31.7%, -7.8%&-4.8%
- COc1ccccc1N1CCN(C(c2cccs2)C(C)NC(=O)c2ccncc2)CC1 (stereo not given)
  -6.3%, nt, 7.9%, -7.9%, -6.0%, 7.5%, 0.0%, 8.6%
- CCc1ccc(OCC2c3cc(OC)c(OC)cc3CCN2C(=O)COc2ccccc2)cc1 (stereo not given)
  -12.5%, nt, nt, -9.8%, nt, 4.3%, -1.4%, -10.6%
- CN1CCN(CC(=O)Nc2cccc([N+](=O)[O-])c2)CC1
  1.8%, 0.1%, 3.7%, 0.2%, 3.1%, -3.3%, -4.1%, -2.5%
- CC(C)NC(=O)Cn1ncn2c(cc3cc(F)ccc32)c1=O
  0.1%, nt, nt, -6.5%, nt, 7.5%, -9.4%, -2.4%
- Cc1occc1-c1nnc(SCC(=O)c2c[nH]c3ccccc23)n1C
  ?, ?, 3.4%, -14.2%, -5.8%, 4.4%, -1.4%, ?
- Cc1nn2c3ccccc3n(Cc3ccccc3)c2nc1=O
  5.0%, 19.0%, 4.8%, -3.8%, -4.3%, 11.1%, -0.4%, 0.0%
- CCc1nc(CN2CCN(c3cc(C(F)(F)F)ccn3)CC2)c(C)[nH]1
  4.8%, nt, -4.0%, 8.8%, -16.2%, -4.0%, -2.1%, 6.6%
- CN(Cc1cc2ccccc2[nH]c1=O)C(=O)C1CCCCC1
  1.1%, -11.3%, -4.1%, 3.9%, 2.6%, -4.8%, 0.2%, 1.5%
- O=S1(=O)CCN(Cc2ccc(Cl)c(Cl)c2)CC1
  4.0%, 1.6%, -17.6%, 5.4%, -3.1%, -15.2%, -0.3%, 0.0%
- Cc1ccn2c(Nc3ccc(C(C)C)cc3)c(-c3cccnc3)nc2c1
  -9.0%, nt, nt, -26.8%, nt, 7.5%, -0.5%, 4.6%
- COc1ccc(NC(=O)c2oc3ccccc3c2NC(=O)Cc2ccc(F)cc2)c(OC)c1
  -6.0%, nt, nt, -27.9%, nt, -5.1%, 0.2%, -7.5%
- Cc1ccc(N(CC(=O)Nc2cccc(Cl)c2C)S(=O)(=O)c2c(C)noc2C)cc1
  5.5%, nt, nt, -18.7%, nt, 9.7%, 0.7%, -12.4%
- CC(C)Oc1ccc(CNC(=O)c2ccc(NC(=O)N3CC(C)Sc4ccccc43)cc2)cc1 (stereo not given)
  -0.6%, nt, nt, -21.0%, nt, -0.5%, -1.9%, -20.2%
- CCOC(=O)N1CCN(C(=O)CSc2nc3c([nH]c4ccccc43)c(=O)n2C)CC1
  2.2%, 9.6%, -1.5%, -5.5%, ?, 2.9%, -7.3%, -8.3%
- O=C(NC(=S)N1CCN(c2ccc(F)cc2)CC1)C12CC3CC(CC(C3)C1)C2
  7.7%, 11.7%, 3.5%, -1.5%, -9.2%, 5.3%[53 µM], -0.2%[53 µM], 5.9%
- O=C1C2CC=CCC2C(=O)N1c1ccc(N2CCN(c3ccccn3)CC2)c([N+](=O)[O-])c1 (stereo not given)
  14.1µM*, 17.8µM*, -7.8%, -28.2%, nt, -1.6%, -1.3%, 2.5%
- COc1ccc2c(c1)CC(C(=O)Nc1ccc(OC)cc1OC)CO2 (stereo not given)
  -5.1%, nt, nt, -11.3%, nt, 1.8%, 4.3%, 8.9%
- Cc1nn(Cc2ccc(Cl)cc2)c(C)c1NC(=O)c1cc(-c2ccc3c(c2)OCO3)on1
  -9.3%, -9.4%, -1.3%, -5.2%, 0.9%, -6.0%, -0.7%, -5.1%
- Cc1nnc2c3cnn(-c4ccc(Cl)cc4)c3ncn12
  ?, ?, -8.6%, -3.6%, 8.4%, 2.0%, -3.1%, -3.9%
- Oc1c(C(Nc2cccc(C(F)(F)F)c2)c2cccnc2)ccc2cccnc12 (stereo not given)
  ?, 20µM*, 1.0%, -21.8%, ?, 1.5%, 2.2%, -2.0%
- CCOc1ccc(C(C)NC(=S)NC2CCCCC2)cc1OCC (stereo not given)
  -3.3%, 3.5%, 5.5%, -17.0%, nt, 0.5%, -5.9%, 9.7%
- O=C(NC(=S)Nc1cccc2cccnc12)c1ccccc1
  -3.0%, ?, -17.4%, -0.7%, -7.0%, 1.1%, -2.0%, -11.2%
- CNC(=O)NC(=O)C(C)Oc1ccccc1F (stereo not given)
  -4.6%, 9.1%, -3.1%, -4.5%, -17.3%, -7.4%, 0.8%, -2.1%
- Cn1c(=O)c2cc3ccccc3nc2n(C)c1=O
  -4.6%, nt, 9.3%, -1.5%, 0.0%, 5.8%, -0.2%, -1.5%
- CCC1=[N+](CC(=O)c2ccc(C)cc2)CCn2cccc21
  ?, 0.1%, 8.4%, -16.9%, -6.5%, -7.2%, -1.8%, 2.8%
- COc1ccc(N2C(=O)CC(Sc3nccc(C)n3)C2=O)cc1 (stereo not given)
  -5.6%, 22.4µM*, -3.6%, -2.8%, 4.2%, -11.6%, 1.4%, -12.2%
- Cc1ccc2oc(C(=O)Nc3c(C(=O)c4ccc(C)c(F)c4)oc4ccccc34)cc(=O)c2c1
  3.7%, nt, nt, -8.9%, nt, 1.8%, ?, 3.6%
- [C-]#[N+]c1cc(-c2ccncc2)c(C)[nH]c1=O
  2.3%, -8.6%, -23.0%, -1.6%, nt, -2.6%, -1.0%, -3.3%
- COc1ccccc1NC(=O)Cn1nnc(C(=O)NCc2ccc3c(c2)OCO3)c1N
  -0.9%, nt, nt, -9.0%, nt, -4.1%, -0.9%, -14.2%
- Cc1ccc(-c2cc(C(F)(F)F)n3ncc(C(=O)N4CCCc5ccccc54)c3n2)cc1
  -3.3%, -0.5%, 3.3%, 7.8%, -15.1%, -2.2%, -2.1%, 7.0%
- CCCCCCNC(=O)C(C(=O)OCC)C1CCCCC1 (stereo not given)
  -5.8%, -1.0%, -2.4%, -3.1%, 8.2%, -2.3%, 0.6%, 2.5%
- CC#CCC(CC#CC)c1nc2ccccc2c(=O)n1N
  5.7%, 8.8%, 3.4%, 0.3%, -0.2%, 1.7%, 0.5%, -7.7%
- CCn1cc(CNC(=O)c2cc(COc3ccc(F)cc3F)on2)cn1
  -3.7%, -5.4%, 6.5%, -9.6%, -0.3%, 9.0%[53 µM], 1.9%[53 µM], -6.8%
- CC(=O)Nc1nonc1NC(=O)c1ccc(F)cc1
  -3.6%, 15.5%, 10.0%, -7.3%, nt, 4.5%, -4.0%, -1.9%
- O=C(Cn1cncc1-c1ccc([N+](=O)[O-])cc1)Nc1cccc2ccccc12
  -16.0%, 12.6%, 27.9%, -24.3%, 0.2%, -3.7%, -4.7%, -12.2%
- CCCOc1ccccc1N1C(=O)CC(N2CCOCC2)C1=O (stereo not given)
  -2.0%, 5.2%, 6.4%, 2.7%, -3.0%, 7.2%, -0.5%, 5.6%

Screens from PubChem.
